# Screens as filed in PubChem BioAssay.
# GPR151 activ – activators of human GPR151, primary screen, cell-based, PathHunter beta-arrestin, luminescence; G-protein coupled receptor 151 (Homo sapiens), Q8TDV0; activation, % at 11.2 µM; PathHunter beta-arrestin GPR151 cells; 650,000 tested, 1% active; in the data active means activation above about 4.9%;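 further: 0% = median of compound wells and 100% = cells with positive control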
# Target sequence (Q8TDV0 whole entry, looked up): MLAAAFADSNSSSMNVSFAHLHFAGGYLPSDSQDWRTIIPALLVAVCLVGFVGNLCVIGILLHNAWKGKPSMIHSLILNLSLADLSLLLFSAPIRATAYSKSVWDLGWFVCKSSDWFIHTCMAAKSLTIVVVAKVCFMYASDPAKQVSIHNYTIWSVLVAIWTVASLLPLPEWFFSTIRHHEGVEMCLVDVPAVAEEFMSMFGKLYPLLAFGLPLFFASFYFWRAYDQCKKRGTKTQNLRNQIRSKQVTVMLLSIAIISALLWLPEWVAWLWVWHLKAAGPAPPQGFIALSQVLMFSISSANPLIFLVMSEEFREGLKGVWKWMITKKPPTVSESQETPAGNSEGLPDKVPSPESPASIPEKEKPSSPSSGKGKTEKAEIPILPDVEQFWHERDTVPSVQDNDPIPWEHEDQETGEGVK
# TEAD-YAP block – TEAD-YAP interaction inhibition, primary screen, TEAD-YAP interaction inhibitor project, luminescence, HEK-TIYL cells; TEAD-Gal4/YAP UAS-luciferase luminescence; 640,000 tested, 1.4% active; inhibition, % at 9.12 µM; in the data active means inhibition above about 32%;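 further: 0% = median of test compound wells and 100% = reference inhibitor wells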
# FBW7 activator – FBW7 E3 ligase activators, primary screen, biochemical, AlphaScreen, human | F-box/WD repeat-containing protein 7 (Homo sapiens), Q969H0 | AlphaScreen FBW7–phospho-cyclin E peptide binding, activator screen | normalized activity (activation), % at 26.1 µM | 650,000 tested, 0.13% active | AID 1259310, 2017; in the data active means normalized activity above about 1.9%;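 further: purified mutant Fbw7 with reduced substrate affinity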
# MITF inh – MITF inhibitors, primary screen, biochemical, AlphaScreen, human; AlphaScreen MITF homodimerization, bead proximity signal; inhibition, % at 2.6 µM; 650,000 tested, 0.91% active; AID 1259374, 2018; in the data active means inhibition above about 50%;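 further: 0% = vehicle wells with protein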
# Target sequence (O75030 whole entry, looked up): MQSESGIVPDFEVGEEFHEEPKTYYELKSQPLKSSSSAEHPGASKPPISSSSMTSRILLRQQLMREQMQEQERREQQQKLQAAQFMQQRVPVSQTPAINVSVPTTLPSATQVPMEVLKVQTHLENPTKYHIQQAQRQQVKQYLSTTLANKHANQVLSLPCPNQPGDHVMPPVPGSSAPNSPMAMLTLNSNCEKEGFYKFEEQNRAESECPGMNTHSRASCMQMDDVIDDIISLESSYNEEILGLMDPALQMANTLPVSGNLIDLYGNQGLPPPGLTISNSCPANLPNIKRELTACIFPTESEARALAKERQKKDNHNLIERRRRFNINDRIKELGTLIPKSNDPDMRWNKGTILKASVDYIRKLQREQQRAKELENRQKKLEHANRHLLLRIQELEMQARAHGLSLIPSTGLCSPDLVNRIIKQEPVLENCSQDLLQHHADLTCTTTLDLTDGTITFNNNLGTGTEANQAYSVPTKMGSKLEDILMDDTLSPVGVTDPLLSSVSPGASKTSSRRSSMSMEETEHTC
# Numbers without * were called inactive.
# Values run as follows: GPR151 activ	TEAD-YAP block	FBW7 activator	MITF inh
CCOc1ccc(CN2CCN(Cc3cccn3-c3nccs3)CC2CCO)cc1 (stereo not given)
 : -0.1	11	-0.1	4
Cc1noc(C)c1CC(=O)N1CCC[C@@H]2CN(CCC(C)C)CC[C@H]21
 : -0.9	15	0.0	4
COc1ccccc1C(=O)NCc1ccccc1C
 : -1.2	-8	0.6	19
CCCOC(=O)c1ccc(NC(=O)Cn2cnc3c2c(=O)n(C)c(=O)n3C)cc1
 : 1.9	4	0.1	12
NS(=O)(=O)c1ccc(CCN2C(=O)c3cccc4cccc(c34)C2=O)cc1
 : -0.5	-11	0.0	-2
CNCC(O)COc1ccc(OC)cc1 (stereo not given)
 : -0.8	8	0.0	8
Cc1ccc(S(=O)(=O)CC(=O)Nc2ccc(Br)cc2F)cc1
 : 0.2	13	-0.2	5
C/C(=N\NC(=O)c1cc(-c2ccco2)[nH]n1)c1ccc(O)cc1
 : 7.4*	6	-0.1	9
COc1cc(NC(=O)c2cccnc2Cl)c(OC)cc1Cl
 : -0.4	-4	-0.1	-5
O=C1c2oc3ccc(F)cc3c(=O)c2C(c2ccc(O)cc2)N1Cc1ccc2c(c1)OCO2 (stereo not given)
 : 0.2	1	0.1	1
COc1ccccc1OCCOc1cccc(C)c1
 : 0.9	-10	-0.1	-10
O=C1c2cccc3c([N+](=O)[O-])ccc(c23)C(=O)N1c1ccc(F)cc1
 : 1.0	8	-0.1	15
Cc1cc(=O)oc2cc(OCC(=O)N3CCCCC3)c([N+](=O)[O-])cc12
 : 4.0	2	-0.1	-8
COc1ccc(-c2noc(CN(C(=O)COc3ccc(Cl)cc3)C(C)C)n2)cc1
 : -1.1	-2	0.1	7
CC(=O)Nc1ccc(Nc2nc(Nc3ccc4ncccc4c3)nc3c2ncn3Cc2ccc(C(F)(F)F)cc2)cc1
 : 3.1	-6	0.4	7
COc1ccc(CNCCC2CCC(=O)N2Cc2cc(F)ccc2C)cc1 (stereo not given)
 : 1.9	4	-0.1	-2
O=C(Nc1ccc2oc(-c3cc(Br)ccc3Cl)nc2c1)c1cc(Br)ccc1Cl
 : -1.3	2	0.1	9
CC1=NN(c2ccc(S(N)(=O)=O)cc2)C(=O)/C1=C\c1cccc(Br)c1
 : 0.4	-1	0.0	-2
C/C(=N\NC(=O)C(C)Sc1ccccn1)c1cccc(I)c1 (stereo not given)
 : 0.2	-6	0.0	4
CC(C)n1cnc2c(NCCCN3CCCC3=O)nc(Nc3ccnn3C)nc21
 : -0.2	-4	0.1	0
COCCNC(=O)c1ccc2c(c1)CC(C(=O)Nc1ccc(-c3cn[nH]c3)cc1OCCN(C)C)CO2 (stereo not given)
 : -0.8	-7	-0.1	1
CN(C)C(=O)CCSc1cc(-c2cn[nH]c2)ccc1NC(=O)NCc1ccccc1
 : -0.5	-7	-0.1	-8
Cc1cc(C)c(NS(=O)(=O)c2ccc3c(c2)n(C)c(=O)c(=O)n3C)c(C)c1
 : -0.1	-8	-0.2	4
O=C(Nc1nc(-c2ccccc2)c(C(=O)c2ccccc2)s1)c1cccs1
 : 0.2	7	0.1	4
Cc1ccc(Cl)cc1-n1ncc2c(NCCCO)ncnc21
 : -0.9	-3	0.1	6
CCOC(=O)C1=C(C)N=c2s/c(=C/c3cc(Br)c(N4CCOCC4)o3)c(=O)n2C1c1ccccc1OC (stereo not given)
 : -0.7	-10	0.4	27
CCOC(=O)c1nc(N2CCN(c3ccccn3)CC2)c2c3c(sc2n1)CCCC3
 : -0.5	-14	-0.2	2
CCOc1ccc(-c2nc(CCl)cs2)cc1OC
 : -1.2	-26	0.1	13
O=C(CSc1nc2[nH]ncc2c(=O)n1-c1cccc(Cl)c1)NCC1CCCO1 (stereo not given)
 : 2.0	8	-0.1	-10
Cc1ccc(-c2nn3c(C)nnc3c3ccccc23)cc1S(=O)(=O)NCC1CCCO1 (stereo not given)
 : 0.0	7	-0.1	13
CC(=O)Nc1ccc(-c2cc(NC(=O)C(O)c3ccc(Cl)cc3)cc3[nH]ncc23)cc1 (stereo not given)
 : 1.0	-10	0.1	15
CCCCOCCCNC(=O)/C=C/c1ccc2c(c1)OCO2
 : -3.0	8	0.0	11
CCOc1cc(/C=N\NC(=O)c2ccccc2Cl)cc([N+](=O)[O-])c1O
 : 0.6	-3	0.0	-8
CC(=O)c1ccc(Nc2nc3ccc(C(=O)c4ccccc4)cc3n3cnnc23)cc1
 : -1.3	6	-0.1	-4
CC(Oc1ccccc1Br)C(=O)N/N=C/c1cc([N+](=O)[O-])ccc1O (stereo not given)
 : -0.2	27	-0.3	4
Cc1cccc(-n2c(SCC(=O)Nc3nonc3C)nnc2-c2ccoc2C)c1
 : -0.5	7	-0.1	12
Cc1cc(C)c(C2CC(=O)CC(=O)C2)c(C)c1
 : 0.4	-1	0.3	4
Cc1ccc(Nc2ncc(F)c(Nc3ccc(C)cc3)n2)cc1
 : 1.5	3	0.2	7
CCN(CC)c1nc(NCc2ccccc2)nc(N2CCN(Cc3ccc4c(c3)OCO4)CC2)n1
 : 0.7	6	0.1	4
CCOC(=O)C(NC(=O)C(Cc1ccccc1)NC(C)=O)C(C)C (stereo not given)
 : -0.1	-2	0.3	6

# Compound profiles, from the list above. Values in the order: GPR151 activ | TEAD-YAP block | FBW7 activator | MITF inh
# CCOc1cc(/C=N\NC(=O)c2ccccc2Cl)cc([N+](=O)[O-])c1O in the list: 0.6 | -3 | 0.0 | -8
# CC(Oc1ccccc1Br)C(=O)N/N=C/c1cc([N+](=O)[O-])ccc1O (stereo not given) in the list: -0.2 | 27 | -0.3 | 4
# CCCCOCCCNC(=O)/C=C/c1ccc2c(c1)OCO2 in the list: -3.0 | 8 | 0.0 | 11
# Cc1cccc(-n2c(SCC(=O)Nc3nonc3C)nnc2-c2ccoc2C)c1 in the list: -0.5 | 7 | -0.1 | 12
# CC(=O)Nc1ccc(-c2cc(NC(=O)C(O)c3ccc(Cl)cc3)cc3[nH]ncc23)cc1 (stereo not given) in the list: 1.0 | -10 | 0.1 | 15

# (listing goes on)
# Values run as follows: GPR151 activ	TEAD-YAP block	FBW7 activator	MITF inh
O=C1CSC(c2ccc([N+](=O)[O-])cc2)N1c1ccc(Br)cn1 (stereo not given)
 : -0.5	-3	-0.5	-11
CCOc1ccc(C(=O)CCC(=O)O)cc1
 : -0.9	0	-0.1	5
O=C(NCCCOc1cccc2cccnc12)c1cc(=O)c2ccccc2o1
 : 1.1	11	-0.2	0
Cc1cc(C)nc(SCC(O)COc2ccc(C(C)(C)C)cc2)n1 (stereo not given)
 : 0.8	-1	-0.1	-4
CCOC(=O)c1c(NC(=O)c2ccc(N3C(=O)c4ccccc4C3=O)cc2)sc(C)c1C
 : -0.4	-2	-0.2	-6
CCOC(=O)N1CCC(NC(=O)c2ccc3c(c2)NC(=O)c2ccccc2N3)CC1
 : -0.4	2	-0.1	-13
CC(=O)N(CCCN(C)C)Cc1ccc2c(c1)OCO2
 : 0.5	-1	0.0	16
COc1ccc(C(=O)NCC(C)C)cc1OC
 : -0.1	28	-0.2	2
CSc1cccc(NC(=O)c2cc3ccccn3n2)c1
 : -3.4	-32	0.8	16
CCc1n[nH]c(=S)n1/N=C/c1ccc(C#N)cc1
 : 0.3	1	-0.1	10
Cc1ccc(-n2nc3c(c2NC(=O)c2ccc4c(c2)OCO4)CS(=O)C3)cc1 (stereo not given)
 : 1.6	10	0.2	5
CC12C(=O)N(c3ccc(Cl)c(Cl)c3)C(=O)C1C1C=CC2C1 (stereo not given)
 : 1.3	1	-0.1	8
C/C(=N\NC(=O)c1cc(C23CC4CC(CC(C4)C2)C3)[nH]n1)c1ccccc1O
 : -1.0	2	0.2	8
CCOc1cccc(/C=C2\SC(=O)N(c3ccccc3OC)C2=O)c1O
 : -2.0	-58	-0.1	-21
CCc1sc(C(=O)NC2CCN(C)CC2)cc1Br
 : 0.0	4	1.0	-1
C=C(C)CNC(=S)Nc1sc2c(c1C(=O)OCC)CCCC2
 : -0.6	-12	0.2	6
CCOC(=O)C1=C(C(=O)OCC)SC(=C2C(=S)C(C)(C)N(C(=O)c3ccccc3Cl)c3ccccc32)S1
 : 0.1	-1	-0.1	-3
O=C(c1ccco1)N(CCN(Cc1ccccc1)C(=O)c1ccco1)Cc1ccccc1
 : -1.6	-14	0.4	22
CC(C)CCNC(=O)CN(Cc1cccs1)C(=O)CCC(=O)Nc1nccs1
 : -0.1	-7	0.9	-5
CCCOc1ccc(N2C(=O)CC(N3CCC(C(N)=O)CC3)C2=O)cc1 (stereo not given)
 : -1.1	-2	0.1	-8
c1ccc(CNc2ncnc3nc(Nc4nccc5ccccc45)[nH]c23)cc1
 : 0.9	1	-0.1	6
O=C(NCCN1CCOCC1)c1cc([N+](=O)[O-])cc([N+](=O)[O-])c1
 : -0.7	0	0.1	-10
COc1cncc(-c2cnc3[nH]c(=O)n([C@H](CO)C(C)C)c3n2)c1
 : 3.2	2	-0.3	10
COc1cccc(CNC(=O)Nc2ccc(-c3ccnc(N)c3)cc2)c1
 : 0.7	-7	0.1	6
CC(C)OCC(O)Cn1c(N2CCN(C)CC2)nc2c1c(=O)[nH]c(=O)n2C (stereo not given)
 : 0.0	5	0.0	1
CCOc1ccc(-n2c(C)cn3c4c(=O)n(Cc5ccccc5)c(=O)n(C)c4nc23)cc1
 : -0.5	-5	0.1	11
CCN1CCN(CCOc2cccc3ccccc23)CC1
 : 0.0	14	-0.1	-17
CCN(CC)S(=O)(=O)c1ccc(N/N=C/c2ccc([N+](=O)[O-])o2)c([N+](=O)[O-])c1
 : 0.7	10	0.8	19
CC(C)OCCCNC(=O)CCCn1c(=S)[nH]c2ccc(Br)cc2c1=O
 : -0.9	-7	0.0	-7
CCCOc1ccc(C(NC(=O)CCl)NC(=O)CCl)cc1OC
 : -1.5	-1	0.1	-6

# 3 entries from above in another layout:
structure | GPR151 activ | TEAD-YAP block | FBW7 activator | MITF inh
CC(C)OCC(O)Cn1c(N2CCN(C)CC2)nc2c1c(=O)[nH]c(=O)n2C (stereo not given) | 0.0 | 5 | 0.0 | 1
CCOc1ccc(-n2c(C)cn3c4c(=O)n(Cc5ccccc5)c(=O)n(C)c4nc23)cc1 | -0.5 | -5 | 0.1 | 11
CCN1CCN(CCOc2cccc3ccccc23)CC1 | 0.0 | 14 | -0.1 | -17

# New compounds follow.
# Values run as follows: GPR151 activ	TEAD-YAP block	FBW7 activator	MITF inh
Cc1c(Cl)cccc1NC(=S)N1CCN(C=O)CC1
 : 0.0	-7	-0.1	11
CCc1nnc(NC(=O)c2c(O)c3ccccc3[nH]c2=O)s1
 : 0.7	4	-0.3	13
Cc1csc(NC(=O)CSc2ncnc3c2cnn3-c2ccccc2)n1
 : 0.2	4	-0.2	-3
Cc1cc(NC(=O)CSc2nc3ccsc3c(=O)n2Cc2ccc3c(c2)OCO3)no1
 : -1.9	10	1.5	17
CCOC(=O)c1[nH]c(C)c(CN(C(=O)c2ccc(C(C)(C)C)cc2)c2ccc(F)cc2)c1C
 : -2.4	-67	0.1	-3
COc1ccc(CCNC(=O)CSc2nc(N)c3c(C)c(C)sc3n2)cc1
 : -0.8	9	0.0	3
O=C(NCc1ccccc1)N1CCN(Cc2nc(-c3cccs3)cs2)CC1
 : 0.4	8	-0.1	2
Cc1ccc(O)c(C(=O)CC2=NCCNC(c3ccccc3)C2)c1 (stereo not given)
 : -1.3	1	0.3	19
CCOc1ccc(C(=O)N2CCCCC2C)cc1 (stereo not given)
 : -0.4	2	1.5	13
O=C(Nc1cccc(O)c1)c1cc(-c2cccs2)on1
 : -3.6	77*	0.7	13
CC(C)C(=O)N1CCN(c2ccc(NC(=O)c3cccnc3Cl)cc2Cl)CC1
 : 4.7	20	0.4	11
COc1ccc(C(=O)COC(=O)C(C)(C)C)c(OC)c1
 : 0.3	-2	0.3	10
CCOC(=O)CCSCC(=O)Nc1nc2ccccc2s1
 : -1.1	-14	-0.1	-10
CC(=O)Nc1ccc(S(=O)(=O)NNC(=O)C(=O)NNc2ccccc2)cc1
 : 1.1	-2	-0.2	-8
CCN(C(=O)C1CCCN1S(=O)(=O)c1cccc2nsnc12)c1ccccc1 (stereo not given)
 : 1.1	4	0.1	4
CC(C)(O)C#Cc1ccc(C(=O)NCc2ccco2)cc1
 : 0.2	-17	0.4	15
COc1ccc(S(=O)(=O)Oc2ccccc2NC(C)=O)c2ccccc12
 : 0.3	55*	0.0	2
CC(CC1CC(C)(C)OC1=O)c1nc(=S)[nH][nH]1 (stereo not given)
 : 1.8	-2	0.0	-6
O=[N+]([O-])c1ccc(N2CCN(S(=O)(=O)c3cccc4nsnc34)CC2)cc1NCCO
 : -0.7	5	0.0	7
Cc1csc(-c2cnn3c(N4CCN(C)CC4)ccnc23)c1
 : -1.0	32*	-0.5	-13
CC(=O)c1ccc(N=C2c3ccc([N+](=O)[O-])cc3C(=O)C2C(C)=O)cc1 (stereo not given)
 : -0.7	3	-0.1	-2
CCOC(=O)C1=C(C)N(c2ccccc2)C(=O)/C1=C\c1ccc(OC)c(OC)c1
 : -0.1	7	-0.1	7
Cc1ccc(CCNC(=O)C2CCC(=O)N2CCc2ccccc2)cc1 (stereo not given)
 : -0.4	-3	0.3	13
COc1cc(-c2nc3cnccn3c2NCC2CCCO2)cc(OC)c1OC (stereo not given)
 : -1.0	26	0.1	0
Cc1sc2ncc(C(=O)NC3CCCCC3)c(=O)n2c1C
 : 1.9	-5	0.1	10
CCCN(CCC)CCCNC(=O)CSc1cc(=O)n(CC)c2ccccc12
 : -0.1	1	0.3	18
